TGFb inhibitor = blocks TGF-b signaling. HepG2 CAGA-GFP TGF-b/SMAD3 reporter, GFP fluorescence, 18 h; TGF-beta stimulated, 500 pg/mL final. Potency, µM (titrated, usually from 46.1 µM), for the others: at the top dose activity, negative = inhibition, hits mostly inhibitors. hit rate 1.2% among 410,000. AID 588855; further: potency means the concentration at half of the fitted maximal effect; on the % scale 0 is the no-effect control and ±100 the full control effect; nearly all actives have a fitted effect of over 65% in size
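HEPG2 CAGA-GFP, 1000 cells/well; 2 h settle, 37 C; cpd via pin tool; TGF-b 500 pg/mL final; 18 h, 37 C; GFP imaging ex488/em500-530; %Activity normalised to -TGF-b and +DMSO controls; CRC fit, curve class.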
IL2 activator = IL-2 activation | IL-2 activation reporter assay, cell-based qHTS; stimulated with anti-CD3/CD4/CD28 beads; in transgenic mouse T cells | activation, % (series mostly up to about 46 µM) | hit rate 0.065% among 360,000 | AID 652025; in the data active means activation above about 50%; inconclusive means mostly about 30% to 49%; further: 0% is about no effect
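EGFP and DsRed fluorescence is measured by plate cytometry in unstimulated transgenic mouse T cells exposed to compound for 60 minutes, then stimulated 18 hours at 37 degrees C with anti-CD3/anti-CD4 beads plus anti-CD28.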
Nrf2 activator = activators of Nrf2 (ARE) signaling | Potency, µM (series often up to 46.1 µM), for the others: at the top dose activation, hits mostly activators | hit rate 0.31% among 410,000 | AREc32 ARE-luciferase reporter (MCF7-derived line), luminescence, 24 h; further: potency means the concentration at half of the fitted maximal effect; % of control where 0% means no effect; nearly all actives have a fitted effect of over 65% in size
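Cells of the AREc32 ARE-luciferase line are plated in OPTI-MEM containing 5% FBS and left overnight at 37 deg C. Compounds are pinned in, incubation continues 24 hr, and firefly luciferase signal is then measured.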
HepG2 tox = HepG2 cytotoxicity, counter-screen for TGF-b inhibitors | HepG2 CAGA-GFP viability, ATP luminescence, 18 h | Potency, µM (doses to about 46.1 µM), for inactives: top-dose activity change, negative = cytotoxicity, hits mostly cytotoxic | hit rate 0.76% among 410,000 | AID 588856; further: potency means the concentration at half of the fitted maximal effect; some results filed as inactive show a strong effect at the top dose
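CellTiter-Glo luminescence gave cytotoxicity after 18 hours at 37 degrees C. The cells were HepG2 CAGA-GFP in 1% FBS DMEM, stimulated with 500 pg/mL TGF-beta after compound addition. %Activity was normalised to no-cell wells (complete cell-killing) and DMSO (no toxicity), and curves were fitted and classified.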
A549 tox = A549 cytotoxicity, counter-screen for Nrf2 inhibitors. A549 ARE-Fluc cells, CellTiter-Fluor viability, 18-24 h. Potency, µM (highest dose often 46 µM), without a hit: at the highest dose activity change, negative = cytotoxicity, actives largely listed as inhibitors. hit rate 0.16% among 390,000. AID 504648; further: potency means the concentration at half of the fitted maximal effect; on the % scale 0 is the no-effect control and ±100 the full control effect
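Cytotoxicity counterscreen: CellTiter-Fluor fluorescence was measured in A549 ARE_Fluc cells after 18-24 h of compound exposure in a concentration series. The subsequent BugLite luminescent read reports ARE-luciferase activity.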
S2 tox = viability counter-screen for ATXN expression inhibitors; S2 cells (HEK-293 line with an ATXN2-luciferase reporter) viability, CellTiter-Fluor protease fluorescence, 24 h; Potency, µM (series often up to 56.7 µM), most hits filed as cytotoxic; hit rate 0.49% among 400,000; further: potency means the concentration at half of the fitted maximal effect; nearly all actives have a fitted effect of over 40% in size
Nrf2 inh = blocks Nrf2 signaling; Potency, µM (series often up to 46 µM), without a hit: at the highest dose activity change, negative = inhibition, actives largely listed as inhibitors; hit rate 2.1% among 360,000; A549 ARE-Fluc reporter, luciferase luminescence, 18-24 h; further: potency means the concentration at half of the fitted maximal effect; on the % scale 0 is the no-effect control and ±100 the full control effect; nearly all actives have a fitted effect of over 60% in size
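Two sequential reads on A549 ARE_Fluc cells exposed to compound for 18-24 h: a CellTiter-Fluor fluorescence read for viability, then a luciferase luminescence read for Nrf2/ARE activity.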
EPAC2 agonist = agonists of human EPAC2 (RAPGEF4); Q8WZA2; EPAC2 activation, biochemical qHTS; response scale: 100% = 6.5 mM cAMP response; hit rate 0.079% among 360,000; Potency, µM (top dose mostly 154 µM), inactives show top-dose activation, hits mostly activators; further: potency means the concentration at half of the fitted maximal effect; nearly all actives have a fitted effect of over 50% in size
Target sequence (Q8WZA2 whole entry, looked up): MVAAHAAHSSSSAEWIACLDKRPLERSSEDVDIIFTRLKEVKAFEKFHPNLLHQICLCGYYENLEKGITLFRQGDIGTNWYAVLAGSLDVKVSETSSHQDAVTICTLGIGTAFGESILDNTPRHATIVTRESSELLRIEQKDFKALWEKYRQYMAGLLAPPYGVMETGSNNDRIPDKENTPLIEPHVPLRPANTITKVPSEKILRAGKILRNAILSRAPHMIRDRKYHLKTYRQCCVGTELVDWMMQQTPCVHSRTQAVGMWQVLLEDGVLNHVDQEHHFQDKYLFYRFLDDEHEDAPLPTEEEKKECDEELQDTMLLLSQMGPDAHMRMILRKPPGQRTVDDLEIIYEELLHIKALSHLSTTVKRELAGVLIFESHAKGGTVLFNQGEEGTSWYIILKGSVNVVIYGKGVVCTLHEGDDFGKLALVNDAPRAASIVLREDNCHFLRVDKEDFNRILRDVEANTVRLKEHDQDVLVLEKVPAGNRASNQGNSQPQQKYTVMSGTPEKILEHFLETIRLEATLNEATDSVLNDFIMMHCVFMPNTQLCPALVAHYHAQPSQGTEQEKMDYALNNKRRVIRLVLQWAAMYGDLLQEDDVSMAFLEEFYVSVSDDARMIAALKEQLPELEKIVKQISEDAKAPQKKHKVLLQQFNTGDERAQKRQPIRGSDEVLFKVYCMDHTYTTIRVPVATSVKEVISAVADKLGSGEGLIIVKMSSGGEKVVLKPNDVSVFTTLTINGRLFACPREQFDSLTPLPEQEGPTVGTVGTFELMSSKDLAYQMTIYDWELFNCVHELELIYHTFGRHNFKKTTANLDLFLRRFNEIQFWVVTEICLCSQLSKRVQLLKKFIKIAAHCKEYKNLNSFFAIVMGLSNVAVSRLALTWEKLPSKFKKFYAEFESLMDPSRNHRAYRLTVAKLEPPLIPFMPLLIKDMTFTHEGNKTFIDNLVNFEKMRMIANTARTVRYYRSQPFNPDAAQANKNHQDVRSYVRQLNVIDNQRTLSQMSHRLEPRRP
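Compounds were added across a concentration range to EPAC2 (100 nM), RAP1B-BODIPY-GDP (250 nM) and GDP (50 uM). After 5 min at room temperature, fluorescence was recorded at 5-min intervals for 30 min.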
ATXN2 expr inh = reduces ATXN2 reporter expression in HEK-293 cells; HEK-293 ATXN2-luciferase reporter, luminescence, 24 h; Potency, µM (highest dose often 57 µM), for the others: at the highest dose activity change, negative = inhibition, most hits filed as inhibitors; hit rate 0.72% among 360,000; further: potency means the concentration at half of the fitted maximal effect; on the % scale 0 is the no-effect control and ±100 the full control effect; nearly all actives have a fitted effect of over 55% in size
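ATXN2-luciferase reporter cells (luciferase flanked by upstream and downstream ATXN2 gene portions) were treated 24 h at 37 °C with compounds at up to 57 uM. SteadyGlo luminescence gave expression; GF-AFC fluorescence gave viability.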
Active calls of the source: *; i = inactive; ? = inconclusive; . = no result given; & = joins results of further samples; [ ] = dose if it differs, or a comment. Unless noted, the call rests on the fitted dose curve; in most records, active means well fitted curve in the direction sought with a large enough effect; inconclusive means small, poorly fitted or top-dose-only effect, or another doubt; inactive means no such curve, though single readings can be large; an effect the other way counts as inactive or inconclusive.

| compound | TGFb inhibitor | IL2 activator | Nrf2 activator | HepG2 tox | A549 tox | S2 tox | Nrf2 inh | EPAC2 agonist | ATXN2 expr inh |
| --- | --- | --- | --- | --- | --- | --- | --- | --- | --- |
| O=C(Cn1c(=O)c2cccn2c2ccc(F)cc21)N1CCN(c2ccc(F)cc2)CC1 | ? | -1.2 | 0.1%&0.1% | 1%&-2% | 5%&9% | i | 1%&18% | 6% | 3% |
| Cc1cc(C)nc(SCc2cn3ccccc3n2)n1 | -2% | 0.6 | 3.8% | 0% | 1% | i | 11% | 7% | . |
| COc1cccc(-c2cnc3c(NC(C)=O)cc(-c4ccncc4)cn23)c1 | 0% | -1.0 | 19% | -36% | . | ? | . | 6% | -7% |
| O=C(CCc1nnc(Cc2ccc3c(c2)OCO3)o1)NC(c1ccccn1)C(F)(F)F (stereo not given) | -1% | 2.3 | -0.5% | 11% | 0% | i | 12% | 4% | 1% |
| O=C(COC(=O)CCC(=O)c1ccccc1)Nc1nnc(-c2ccccc2)o1 | -12% | -3.6 | 0.6% | -20% | -8% | i | 10% | 5% | 2% |
| O=C(CN1C(=O)COc2ccc(S(=O)(=O)N3CCOCC3)cc21)N1CCN(c2ccc(Cl)cc2)CC1 | 1% | . | -0.7% | -17% | -1% | ? | -15% | . | 4% |
| Cc1ccc(C(=O)N/N=C/C=C/c2ccccc2)cc1 | -4% | 0.3 | 1.3% | -16% | 4% | i | ? | 4% | 0% |
| Cc1ccc(-n2cnc3cc(C(=O)NCCC4=CCCCC4)ccc32)c(C)c1 | ? | . | 0.0% | -56% | 5% | ? | . | . | ? |
| COc1nccnc1NS(=O)(=O)c1ccc(N=Cc2c(C)[nH]n(-c3ccc(C)c(C)c3)c2=O)cc1 | ? | 0.1 | 0.2% | 10µM* | -1% | i | 14% | 0% | 12% |
| CC(Oc1cccc([N+](=O)[O-])c1)C(=O)NCCC1=CCCCC1 (stereo not given) | -1% | -0.5 | 0.7% | -9% | -1% | i | -1% | 2% | -9% |
| CCOC(=O)C(=O)NCC(c1cccs1)S(=O)(=O)c1ccc(Cl)cc1 (stereo not given) | -15% | 2.4 | -0.7% | 3% | 1% | i | 0% | 15% | -2% |
| CCOC(=O)C1CCCN(C(=O)CCc2nnc(-c3ccc(C(C)=O)s3)o2)C1 (stereo not given) | 4% | -3.8 | 7.2% | -2% | 6% | i | ? | 2% | 56%[activator] |
| Cc1cc(N2C(=O)C(=O)/C(=C(/O)c3ccc(F)cc3)C2c2cccc(Br)c2)no1 (stereo not given) | 1% | -1.4 | 0.1% | 6% | -2% | i | -2% | -25% | 3% |
| CC(C)c1ccc(NC(=O)CSc2nc(=O)n(Cc3cccnc3)c3c2CCC3)cc1 | 11µM* | . | 2.7% | -47% | -2% | i | . | . | -39% |
| COc1ccc(F)cc1S(=O)(=O)NCCN1CCOCC1 | -9% | 1.3 | -0.2% | -36% | -1% | i | 5% | 4% | . |
| Cn1c(SCC(=O)NC2CC2)nnc1C1CC1 | -5% | -1.9 | -0.1% | 0% | 0% | i | -1% | 19% | 1% |
| CC(C)c1ccc(-n2nc3ccc(N)cc3n2)cc1 | 1% | -2.9 | 2.4% | -3% | 11% | . | ? | -9% | 25% |
| COC(=O)c1sccc1NC(=O)CC1C(=O)NCCN1C(=O)Nc1ccc(F)cc1F (stereo not given) | 5% | 1.6 | 17% | 3% | -8% | i | -9% | 4% | -12% |
| O=C1c2ccccc2C(=O)N1CCCCSc1nnc2ccccn12 | 10% | 0.1 | 2.1% | 1% | -9% | i | 1% | -13% | 4% |
| O=c1c2c3c(sc2nnn1CCCCOc1ccc(Cl)cc1)CCCC3 | 3% | . | -0.1% | 0% | 0% | i | 21% | . | 8% |
| O=S(=O)(Nc1ncnc2c1oc1ccccc12)c1ccc(Cl)s1 | -24% | 0.2 | 0.4% | 0% | -4% | ? | 2% | -15% | 10% |
| Cn1c(C(=O)OC(C(=O)NC2CCCCC2)c2cccnc2)cc2sccc21 (stereo not given) | -4% | 1.3 | 3.2% | -20% | -7% | ? | 13% | -4% | -2% |
| CCCOC(=O)COC(=O)c1ccccc1NC(=O)c1ccccc1 | 6% | -0.1 | 0.0% | 12% | 2% | i | 4% | 10% | -2% |
| CCc1ccc(OCC(=O)N2CC(C(N)=O)Oc3ccccc32)cc1 (stereo not given) | -1% | 0.4 | -0.3% | -8% | 1% | i | 6% | -3% | 0% |
| CCOc1ccc(N2CC(C(=O)Nc3ccccn3)CC2=O)cc1 (stereo not given) | 3% | -2.1 | -0.8% | 2% | 2% | i | ? | 1% | 4% |

The listing continues:
| compound | TGFb inhibitor | IL2 activator | Nrf2 activator | HepG2 tox | A549 tox | S2 tox | Nrf2 inh | EPAC2 agonist | ATXN2 expr inh |
| --- | --- | --- | --- | --- | --- | --- | --- | --- | --- |
| COC(=O)c1ccccc1CSc1nsc(C)c1C#N | -10% | -2.7 | 0.1% | -2% | 2% | i | 2% | 17% | 22% |
| CCC(Sc1nc2ccccc2c2nc(CCc3c(C)n[nH]c3C)nn12)C(=O)Nc1ccc(OC)cc1 (stereo not given) | -1% | . | 0.6% | 1% | 2% | i | . | . | 1% |
| Cc1ccc(C)c(CN2CCC(CNC(=O)Nc3cccc(Cl)c3C)CC2)c1 | -1% | 0.4 | -0.6% | -200% | 1% | i | ? | 1% | -35% |
| Cc1c(C)c2ccc(OCC(=O)N3CC[C@@]4(O)CCCC[C@H]4C3)c(C)c2oc1=O | 15% | -0.5 | -0.4% | -4% | 8% | i | -21% | 6% | 2% |
| O=C(O)c1cc(S(=O)(=O)NC(CO)C(O)c2ccc([N+](=O)[O-])cc2)ccc1Br (stereo not given) | -1% | 0.0 | -0.8% | 4% | -8% | ? | -4% | 11% | -38% |
| CC(C)C(=O)Nc1cccc(NC(=S)NC(=O)c2ccccc2Cl)c1 | 0% | -2.1 | 2.6% | -31% | -12% | i | ? | 12% | 2% |
| O=C(CN1C(=O)NC2(CCCCC2)C1=O)N1CCc2ccccc2C1 | 16% | 0.8 | 3.4% | 4% | -3% | ? | 10% | 7% | 5% |
| COc1ccccc1NC(=O)COc1ccccc1 | -5% | 1.8 | 11µM* | -18% | 5% | i | ? | 4% | 49%[activator] |
| COc1ccc(N(C(=O)c2snc(C(N)=O)c2N)C(C(=O)NC2CCCC2)c2cccs2)c(OC)c1 (stereo not given) | 3% | 0.2 | 0.9% | -1% | -9% | ? | ? | 6% | -37% |
| CCOC(=O)C1CCCN(S(=O)(=O)c2c(C)[nH]c(C)c2C(=O)N2CCCC2)C1 (stereo not given) | 13% | -1.8 | -0.2% | -9% | -4% | i | 4% | 7% | -3% |
| CCCOC(=O)C1C2C=CC(C2)C1C(=O)OCC(=O)c1ccccc1 (stereo not given) | -3% | -2.9 | 0.1% | 0% | 4% | i | -10% | 18% | -5% |
| CCN(CC)c1ccc(C=C2SC(=S)NC2=O)cc1 | 134%[activator] | 22 | 3.1% | -9% | ? | ? | -2% | ? | 33% |
| Cc1ccc(C(=O)N2CCC(C)CC2)cc1S(=O)(=O)N1CCCCC1 | -7% | -0.8 | 3.5% | -19% | -9% | i | -7% | -4% | 4% |
| CCOC(=O)c1ccc(NC(=S)NC2CCCC2)cc1 | -3% | -1.5 | 0.7% | -18% | 2% | i | 2% | 4% | 56%[activator] |
| COc1ccc(CC(=O)Nc2nnc3n2CCS3)cc1OC | 0% | . | 0.0% | -10% | 10% | i | . | . | -8% |
| C=CCNc1nc(-c2ccccc2)nc(-n2ccnc2)n1 | 0% | 0.3 | -0.5% | -54% | -1% | i | ? | 0% | -12% |
| COc1ccc(C(=O)NC2CCCCC2)cc1S(=O)(=O)N1CCCC1 | -14% | -2.0 | 0.1% | -6% | -1% | i | 18% | -7% | 5% |
| COc1ccc2nc3c(cc2c1)Cn1c-3nc2ccccc2c1=O | -8% | . | . | -37% | 2% | . | ? | . | . |
| O=C(Cn1cc(C(F)(F)F)ccc1=O)N1CCN(S(=O)(=O)c2ccccc2)CC1 | 2% | -2.2 | -0.8% | -17% | -1% | i | -5% | -3% | -5% |
| O=C(Nc1ccc(Br)cc1)C1CC=CCC1C(=O)OCC1CCCO1 (stereo not given) | -15% | 0.6 | 2.4% | -3% | 6% | i | -7% | 10% | 7% |
| CCOC(=O)c1ccc(/[N+]([O-])=C/c2ccccc2)cc1 | 0% | -3.5 | 2.7% | -8% | 1% | i | ? | 0% | 6% |

Single records, as listed above:
Entry for COc1ccc(CC(=O)Nc2nnc3n2CCS3)cc1OC → TGFb inhibitor: 0%; IL2 activator: .; Nrf2 activator: 0.0%; HepG2 tox: -10%; A549 tox: 10%; S2 tox: i; Nrf2 inh: .; EPAC2 agonist: .; ATXN2 expr inh: -8%
Entry for Cc1c(C)c2ccc(OCC(=O)N3CC[C@@]4(O)CCCC[C@H]4C3)c(C)c2oc1=O → TGFb inhibitor: 15%; IL2 activator: -0.5; Nrf2 activator: -0.4%; HepG2 tox: -4%; A549 tox: 8%; S2 tox: i; Nrf2 inh: -21%; EPAC2 agonist: 6%; ATXN2 expr inh: 2%

Quoted from the listing.
HepG2 tox with CCOC(=O)C1CCCN(S(=O)(=O)c2c(C)[nH]c(C)c2C(=O)N2CCCC2)C1 (stereo not given) is entered as -9%
TGFb inhibitor with O=C(Nc1ccc(Br)cc1)C1CC=CCC1C(=O)OCC1CCCO1 (stereo not given) is entered as -15%
HepG2 tox with COC(=O)c1ccccc1CSc1nsc(C)c1C#N is entered as -2%
HepG2 tox with Cc1ccc(C(=O)N2CCC(C)CC2)cc1S(=O)(=O)N1CCCCC1 is entered as -19%
ATXN2 expr inh with O=C(Cn1cc(C(F)(F)F)ccc1=O)N1CCN(S(=O)(=O)c2ccccc2)CC1 is entered as -5%

Screening results deposited in PubChem by National Center for Advancing Translational Sciences (NCATS).
